Compound activity from PubChem BioAssay.
HSF-1 act: increases HSF-1 driven luciferase reporter signal | AID 504408 | activation, % at 9 µM | actives 1.7% (n = 300,000) | NIH3T3-HGL HSF-1 luciferase reporter, MG132, 8 h; 100% = twice DMSO control signal;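 active = mean replicate activation of at least 50% with a set share of replicates each reaching 50%; inconclusive = only one of those two conditions met; inactive = mean below 50% and too few replicates reaching it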;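 also: 0% = median of the neutral control wells and 100% = twice that signal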
IEC-6 cytotox: IEC-6 cytotoxicity, counter-screen for KLF5 inhibitors. luminescence viability. inhibition, % at 5 µM. actives 0.78% (n = 290,000). AID 1825; in the data active = inhibition above about 22%;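 also: 0% = plate median of test compound wells and 100% = cytotoxic reference compound wells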
KLF5 inh: suppresses KLF5 promoter-driven expression. DLD-1 KLF5 promoter-luciferase reporter, luminescence. inhibition, % at 5 µM. actives 0.23% (n = 290,000). AID 1700;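 active = inhibition above a per-plate limit of that plate's mean compound inhibition plus 3 SD, cut at about 60% in these data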;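 also: 0% = DMSO wells and 100% = LY294002 at 200 µM; higher means less KLF5 promoter-driven luciferase light; inactives centre near -14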
AI-2 QS modul: Vibrio harveyi AI-2 quorum sensing modulation. activity change, % at 7.5 µM. actives 0.4% (n = 300,000). AID 2094. Vibrio harveyi JMH597 AI-2 luminescence/OD600 ratio, 9 h; hits give low values; strain lacks LuxN and CqsS sensors; 0 = neutral-control median; in the data active = activity change below about -75%, passing the limit was not always enough; inconclusive = no clear call, values can overlap the other calls;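 also: luminescence divided by OD600 gain over 9 h not by final OD600 alone; inactives centre near 13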
HSF1 inhib: HSF1 inhibition | NIH3T3-HGL HSE-luciferase, MG132-induced, luminescence 8 h; hits give low values | activity change, negative = inhibition, % at 7.5 µM (by protocol) | actives 0.77% (n = 300,000) | AID 2098;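 active = more than half of replicate wells show activity change below -50%, luminescence cut by over half; inconclusive = some wells, but at most half, below -50%; inactive = no replicate well below -50%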;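 also: luciferase reports HSF-1 transcriptional activity via heat shock element; 0% = median of DMSO wells and -100% = zero luminescence signal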
HIF act: HIF pathway transcriptional activation. U2OS HRE-luciferase reporter, luminescence; normalized: DMSO 0%, desferrioxamine 100%. activation, % at 7.5 µM (by protocol). actives 0.32% (n = 300,000);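 active = mean activation of at least 10% of the iron chelator positive control signal, with at least half of replicates also reaching 10%; inconclusive = mean and replicate majority disagree about reaching 10%; inactive = mean and most replicates under 10%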
HSP90 refold inh: inhibitors of HSP90 luciferase refolding in rabbit reticulocyte lysate; luciferase refolding luminescence, 3 h; inhibition, % at 5.6 µM; actives 0.91% (n = 290,000); AID 1789;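 active = inhibition above the screen-wide mean plus 3 SD, computed separately per campaign, cut at about 16% in these data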;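 also: 0% = DMSO wells and 100% = 60 µM geldanamycin wells; inhibitors lower the luminescence because luciferase stays unfolded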
GSK3B inh: human GSK3beta kinase inhibition | P49841 | AID 2097 | activity score (negative = inhibition), % at 10 µM | GST-GSK3beta kinase, ADP-Glo luminescence, 60 min; hits give low values | actives 0.038% (n = 300,000);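 active = more than half of replicate wells score below -50%, meaning over 50% inhibition versus plate controls; inconclusive = some replicates but at most half score below -50%; inactive = no replicate scores below -50%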;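 also: 0% = median DMSO wells and -100% = median GW8510 positive control wells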
Target sequence (P49841 whole entry, looked up): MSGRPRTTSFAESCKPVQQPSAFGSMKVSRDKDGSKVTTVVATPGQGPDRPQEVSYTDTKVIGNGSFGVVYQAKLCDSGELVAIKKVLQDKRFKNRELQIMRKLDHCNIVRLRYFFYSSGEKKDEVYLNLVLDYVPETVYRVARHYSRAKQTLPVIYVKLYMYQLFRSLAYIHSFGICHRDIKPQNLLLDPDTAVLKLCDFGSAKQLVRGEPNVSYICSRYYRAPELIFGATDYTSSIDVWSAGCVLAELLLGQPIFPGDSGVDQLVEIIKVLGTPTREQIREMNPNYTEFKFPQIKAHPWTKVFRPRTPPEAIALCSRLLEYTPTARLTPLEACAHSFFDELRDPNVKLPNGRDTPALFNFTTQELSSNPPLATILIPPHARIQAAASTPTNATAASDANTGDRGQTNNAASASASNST
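Test system – GST-tagged human GSK3beta kinase, cell-free · Incubation – 60 min enzyme reaction, room temperature · Signal – ADP-Glo luminescence · Also added – peptide substrate and ATP at 25 µM · Controls – DMSO neutral wells and GW8510 at 20 µM as positive · Buffer or medium – Tris/MgCl2 kinase buffer · Measure – Luminescence-derived activity versus plate DMSO and GW8510 wells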
aSyn 5UTR inh: MLPCN primary screen, SNCA 5' untranslated region; alpha-synuclein 5'UTR reporter, inhibitor activity; inhibition, % (tested at 7.5 µM); actives 0.82% (n = 300,000); AID 1813; in the data active = inhibition above about 60%; inconclusive = no clear call, values can overlap the other calls;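 also: H4 neuroglioblastoma cells stably carrying SNCA 5'UTR luciferase fusion; 0% = DMSO wells and 100% = positive control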
GSK3 alpha inh: blocks human GSK-3 alpha kinase; actives 0.1% (n = 320,000); ADP-Glo luminescence, 60 min; P49840; inhibition, % at 10 µM;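 in the data active = inhibition above about 50%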;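 also: GST-tagged GSK-3 alpha with peptide substrate and 25 µM ATP; 0% = DMSO neutral wells and 100% = GW8510 positive control wells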
Target sequence (P49840 whole entry, looked up): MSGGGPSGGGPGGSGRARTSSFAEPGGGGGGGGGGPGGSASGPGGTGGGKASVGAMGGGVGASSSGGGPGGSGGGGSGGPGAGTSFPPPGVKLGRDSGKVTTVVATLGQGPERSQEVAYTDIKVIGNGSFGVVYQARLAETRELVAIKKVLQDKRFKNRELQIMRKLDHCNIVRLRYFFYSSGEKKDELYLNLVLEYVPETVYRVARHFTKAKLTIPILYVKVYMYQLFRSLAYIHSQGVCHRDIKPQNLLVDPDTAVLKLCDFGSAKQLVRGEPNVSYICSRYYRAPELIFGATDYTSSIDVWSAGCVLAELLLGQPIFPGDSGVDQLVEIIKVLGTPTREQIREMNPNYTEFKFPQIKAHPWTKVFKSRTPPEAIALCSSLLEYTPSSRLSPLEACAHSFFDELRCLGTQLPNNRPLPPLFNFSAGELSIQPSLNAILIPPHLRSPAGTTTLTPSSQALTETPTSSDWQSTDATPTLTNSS
* marks the source's active call; other numbers are inactive results; ? = inconclusive; . = no result given. Rows are unselected; overall some 4.7% were active at least once.

A first look (nine entries):
SMILES | HSF-1 act | IEC-6 cytotox | KLF5 inh | AI-2 QS modul | HSF1 inhib | HIF act | HSP90 refold inh | GSK3B inh | aSyn 5UTR inh | GSK3 alpha inh
CCOc1cccc(/C=N/NC(=S)Nc2cc(S(=O)(=O)N3CCOCC3)ccc2N2CCOCC2)c1O | 13 | -1 | -3 | 58 | 9 | 6.3 | 0 | 4 | 81* | 1
O=S(=O)(NCC1CCN(c2ccc(S(=O)(=O)N3CCOCC3)cc2)CC1)c1ccccc1 | 0 | 1 | 0 | 21 | 0 | 1.0 | 4 | 0 | 22 | .
C[N+]1(C)CC2([N+](=O)[O-])CC=C(Oc3ccccc3)C([N+](=O)[O-])(C2)C1 (stereo not drawn) | 4 | 4 | -15 | -3 | -11 | 0.1 | 0 | -22 | -15 | -4
Cc1sc2ncnc(N3CCN(c4ncccn4)CC3)c2c1C | -15 | 1 | 4 | 45 | -11 | -0.2 | -4 | 0 | 1 | 6
Cc1cc2cc(C#N)c(NCCNC(=S)NCCCN3CCOCC3)nc2cc1C | 23 | 3 | -36 | 7 | 11 | -0.2 | -3 | -3 | -33 | 7
NS(=O)(=O)c1cccc(NC(=O)COC(=O)COc2ccc3ccccc3c2)c1 | 1 | -5 | 21 | 21 | 1 | -0.7 | -4 | -3 | 21 | -4
Cc1[nH]c2ccccc2c1/C=N/Nc1nc2ccccc2[nH]1 | 403* | 16 | -45 | 15 | 337 | 3.2 | 2 | -6 | -228 | 6
O=C(COC(=O)c1ccc(O)cc1)Nc1ccc(N2CCCCC2)cc1 | -33 | 1 | -31 | 19 | -23 | 0.0 | -2 | 5 | -25 | 0
CCN=C(N/N=C/c1ccc([N+](=O)[O-])cc1)SC | 17 | -2 | -29 | 15 | 6 | 0.0 | -9 | 1 | -18 | 1

The listing, repeating the preview:
SMILES | HSF-1 act | IEC-6 cytotox | KLF5 inh | AI-2 QS modul | HSF1 inhib | HIF act | HSP90 refold inh | GSK3B inh | aSyn 5UTR inh | GSK3 alpha inh
CCOc1cccc(/C=N/NC(=S)Nc2cc(S(=O)(=O)N3CCOCC3)ccc2N2CCOCC2)c1O | 13 | -1 | -3 | 58 | 9 | 6.3 | 0 | 4 | 81* | 1
O=S(=O)(NCC1CCN(c2ccc(S(=O)(=O)N3CCOCC3)cc2)CC1)c1ccccc1 | 0 | 1 | 0 | 21 | 0 | 1.0 | 4 | 0 | 22 | .
C[N+]1(C)CC2([N+](=O)[O-])CC=C(Oc3ccccc3)C([N+](=O)[O-])(C2)C1 (stereo not drawn) | 4 | 4 | -15 | -3 | -11 | 0.1 | 0 | -22 | -15 | -4
Cc1sc2ncnc(N3CCN(c4ncccn4)CC3)c2c1C | -15 | 1 | 4 | 45 | -11 | -0.2 | -4 | 0 | 1 | 6
Cc1cc2cc(C#N)c(NCCNC(=S)NCCCN3CCOCC3)nc2cc1C | 23 | 3 | -36 | 7 | 11 | -0.2 | -3 | -3 | -33 | 7
NS(=O)(=O)c1cccc(NC(=O)COC(=O)COc2ccc3ccccc3c2)c1 | 1 | -5 | 21 | 21 | 1 | -0.7 | -4 | -3 | 21 | -4
Cc1[nH]c2ccccc2c1/C=N/Nc1nc2ccccc2[nH]1 | 403* | 16 | -45 | 15 | 337 | 3.2 | 2 | -6 | -228 | 6
O=C(COC(=O)c1ccc(O)cc1)Nc1ccc(N2CCCCC2)cc1 | -33 | 1 | -31 | 19 | -23 | 0.0 | -2 | 5 | -25 | 0
CCN=C(N/N=C/c1ccc([N+](=O)[O-])cc1)SC | 17 | -2 | -29 | 15 | 6 | 0.0 | -9 | 1 | -18 | 1
CC(Nc1cc(N2CCN(S(=O)(=O)N(C)C)CC2)ccc1[N+](=O)[O-])c1ccccc1 (stereo not drawn) | -2 | -8 | -5 | 28 | 5 | -1.3 | -4 | 4 | 35 | 0
O=C(/C=C/c1cccc(Cl)c1)c1ccc([N+](=O)[O-])o1 | 20 | . | . | ? | 17 | -1.8 | . | -6 | 91* | 0
O=[N+]([O-])c1cc([N+](=O)[O-])c(N2CCOCC2)cc1NCc1ccccc1 | 109* | -5 | -1 | -1 | 48 | -0.2 | -1 | -2 | 19 | 3
CC1CC(C)CN(S(=O)(=O)c2ccc3c(c2)CC(C)N3C(=O)C2CC2)C1 (stereo not drawn) | 7 | 7 | 14 | 21 | -1 | 0.4 | -1 | 0 | -40 | 0
CCCCCOC(=O)CSc1nc2c(c(=O)[nH]c(=O)n2C)n1Cc1ccc(Cl)cc1 | -19 | -3 | -12 | 12 | -4 | -0.2 | -1 | 0 | 7 | 0
CCN=C1SC(CC(=O)Nc2sc3c(c2C#N)CCCC3)C(=O)N1CC (stereo not drawn) | 27 | 5 | -8 | 16 | 3 | -0.4 | 2 | 1 | -35 | 1
O=C(Cn1cnc2c(nnn2-c2cccc(Cl)c2)c1=O)N1CCOCC1 | 5 | . | . | 50 | 3 | -0.1 | . | 2 | -11 | -1
Cc1cccc(N(CC(=O)N/N=C/c2ccc(C(=O)O)cc2)S(=O)(=O)c2ccccc2)c1C | 13 | . | . | -1 | 3 | 0.4 | . | 3 | -10 | -1
Cc1n[nH]c(=O)nc1NC1CCCCC1 | 5 | 0 | 1 | 24 | -1 | -0.1 | -3 | 0 | 11 | 6
CC1(C)C(=O)Nc2ccccc2N1C(=O)CSc1ncccn1 | 3 | 11 | -20 | 2 | -13 | 0.8 | 7 | -1 | 1 | 0
Cc1sc(NC(=O)CSc2nnc(-c3ccc(F)cc3)o2)c(C#N)c1C | 49 | 15 | 0 | 25 | 34 | 2.1 | -4 | -6 | -11 | 0
O=C(Nc1ccccc1C(=O)Nc1ccccc1C(=O)O)c1ccccc1 | 12 | 20 | -5 | -4 | 5 | 2.8 | 2 | -5 | 8 | -3
COc1ccc(-c2cnnn2-c2ccc(NC(=O)c3ccco3)cc2)cc1OC | -8 | 3 | -18 | 10 | 2 | -0.1 | -1 | -10 | 37 | 3
CC(=O)c1cccc(NC(=O)CCC2CCCC2)c1 | 12 | -8 | -28 | 1 | 9 | 6.7 | -1 | 1 | -49 | -1
CC/C(=N\Nc1ccnc2cc(Cl)ccc12)c1ccc(O)cc1 | 16 | 4 | -4 | 6 | -3 | 0.0 | -2 | 6 | -41 | -2
O=C(Nc1nnc(C2=COCCO2)o1)c1ccc(S(=O)(=O)N2CCCC2)cc1 | -7 | -7 | -38 | 17 | 2 | 0.2 | -2 | -1 | -1 | -1

Continuation.
SMILES | HSF-1 act | IEC-6 cytotox | KLF5 inh | AI-2 QS modul | HSF1 inhib | HIF act | HSP90 refold inh | GSK3B inh | aSyn 5UTR inh | GSK3 alpha inh
COc1ccc(C(=O)ON=C2C=C(C)C(=O)C(C)=C2)cc1 | 5 | -1 | -7 | 30 | 5 | -0.3 | 0 | 2 | 17 | 0
Cc1ccc(C)c(N2CCN(S(=O)(=O)c3ccc4c(c3)CCC(=O)N4)CC2)c1 | 3 | -2 | -30 | 51 | 0 | -0.2 | 0 | -1 | 7 | .
COc1ccc([N+](=O)[O-])cc1NC(=O)c1ccc(Br)s1 | -6 | -1 | 6 | 46 | -4 | 0.2 | 8 | 1 | -18 | -1
COc1cc(OC)cc(C(=O)NCC(=O)N2CCCCC2)c1 | -10 | -5 | 24 | 8 | 0 | 0.0 | 1 | -3 | -3 | -3
CC(=C/c1ccccc1)/C=N/N1CCN(Cc2ccc(C)cc2)CC1 | -2 | -2 | -10 | 10 | -1 | 0.0 | 3 | 3 | -9 | -3
CCCCC(=O)Nc1nnc(C2=COCCO2)o1 | 2 | -4 | -16 | 19 | 0 | -0.6 | 0 | 0 | -4 | -2
Cn1ccnc1Sc1ccccc1[N+](=O)[O-] | -1 | 2 | -30 | 24 | -2 | 0.8 | 3 | -4 | -16 | -1
CCC/C(=N\NC(=O)c1csc(C)c1C)c1cccs1 | -7 | 5 | -43 | 6 | 1 | 2.8 | 0 | 1 | -109 | 3
COc1ccc2nc(NC(=O)CSc3n[nH]c(N)n3)sc2c1 | 19 | . | . | 3 | 25 | 2.4 | . | -38 | -23 | 58*
NS(=O)(=O)c1ccc(C(=O)Nc2ccc(-c3nc4cccnc4s3)cc2)cc1 | 25 | 0 | -106 | -11 | 6 | 4.0 | 3 | 1 | -121 | 0
O=C(CC1SC(N2CCOCC2)=NC1=O)Nc1cc([N+](=O)[O-])ccc1Cl (stereo not drawn) | 5 | 1 | -18 | 5 | -2 | -0.4 | 1 | 2 | -6 | 0
O=C(Cc1c(F)c(F)c(F)c(F)c1F)Nc1nc(-c2ccccc2)cs1 | 16 | -19 | -18 | 4 | -5 | -0.6 | 7 | 1 | 10 | -3
CCC(C(=O)NN1C(=O)c2ccccc2C1=O)c1ccccc1 (stereo not drawn) | -2 | 5 | 1 | 33 | 2 | -0.8 | -1 | 1 | -5 | 2
CC(=O)Oc1c(Cl)c(N2CCOCC2)c(OC(C)=O)c2ccccc12 | -2 | 5 | -20 | 15 | 1 | 1.2 | 2 | 2 | -42 | -1
O=c1[nH]c2ccccc2nc1/C=C/c1ccc(Cl)cc1 | 44 | -3 | -1 | 52 | 32 | 2.2 | -3 | -2 | -227 | -1
COc1ccc(-c2nnnn2C(C)C)cc1 | -10 | 4 | -20 | 25 | 1 | -0.1 | -2 | 2 | 2 | 0
Cc1ccc(CSc2nnc3nc(C)cc(C)n23)cc1 | -1 | -3 | 7 | 11 | 6 | 0.1 | 2 | -4 | 18 | 2
CCc1ccc(CN2CCC(n3nccc3NC(=O)c3ccc4c(c3)OCO4)CC2)cc1 | 15 | -6 | -2 | 22 | 9 | -0.1 | 4 | -19 | 2 | 0
CCCn1c(=S)[nH]c2sc3c(c2c1=O)CCCC3 | 15 | 4 | -29 | -2 | -5 | -0.3 | 4 | 2 | -11 | -6
O=C(Cc1ccccc1F)Nc1ccc2c(c1)CCC2 | 34 | -4 | -124 | -9 | 15 | 6.6 | -2 | -1 | -169 | -4
CCN(CC)C(=O)CSc1nc2[nH]ncc2c(=O)[nH]1 | -8 | -2 | -41 | 21 | -1 | 0.2 | 4 | 1 | -4 | 1
CCn1nc(NS(=O)(=O)c2ccc(F)cc2)c2cc3cccc(C)c3nc21 | 17 | 3 | -22 | 33 | -5 | 0.0 | -3 | -1 | 12 | 3
Oc1ccc(Nc2ncnc3scc(-c4ccccc4)c23)cc1 | -13 | 3 | -19 | 24 | -4 | -0.1 | -1 | 5 | 19 | 6
O=S(=O)(c1ccc(F)cc1)N1CCc2ccccc2C1 | 0 | -5 | -23 | 4 | -3 | -0.1 | 1 | 3 | 8 | 1
NC(=NC(=O)c1ccccc1)C1=C(O)CCC1=O | 6 | 9 | -21 | 13 | -2 | -0.1 | 5 | 0 | -53 | 2
